Source: PubChem BioAssay (several laboratories)
HIF activator: HIF pathway transcriptional activation. U2OS HRE-luciferase reporter, luminescence; normalized: DMSO 0%, desferrioxamine 100%. activation, % at 7.5 µM (by protocol). 300,000 compounds, 0.32% hits. AID 1910;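 active = mean activation of at least 10% of the iron chelator positive control signal, with at least half of replicates also reaching 10%; inconclusive = mean and replicate majority disagree about reaching 10%; inactive = mean and most replicates under 10%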
KLF5 inh: inhibitors of KLF5 expression; DLD-1 KLF5 promoter-luciferase reporter, luminescence; 290,000 compounds, 0.23% hits; inhibition, % at 5 µM;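 active = inhibition above a per-plate limit of that plate's mean compound inhibition plus 3 SD, cut at about 60% in these data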;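 also: 0% = DMSO wells and 100% = LY294002 at 200 µM; higher means less KLF5 promoter-driven luciferase light; inactives centre near -14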
HSF-1 act: increases HSF-1 driven luciferase reporter signal. NIH3T3-HGL HSF-1 luciferase reporter, MG132, 8 h; 100% = twice DMSO control signal. activation, % at 9 µM. 300,000 compounds, 1.7% hits. AID 504408;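 active = mean replicate activation of at least 50% with a set share of replicates each reaching 50%; inconclusive = only one of those two conditions met; inactive = mean below 50% and too few replicates reaching it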;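 also: 0% = median of the neutral control wells and 100% = twice that signal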
IEC-6 cytotox: kills IEC-6 intestinal cells in KLF5 counter-screen; IEC-6 cytotoxicity, luminescence viability; AID 1825; 290,000 compounds, 0.78% hits; inhibition, % at 5 µM; in the data active = inhibition above about 22%;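 also: 0% = plate median of test compound wells and 100% = cytotoxic reference compound wells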
Platelet DG rel: modulates dense granule release in human platelets. inhibition, %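 (compounds screened at 7.5 µM in platelet-rich plasma)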. human platelet-rich plasma, SFLLRN dense granule ATP release, luminescence. 300,000 compounds, 0.22% hits;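 active = mean replicate score, as percent of positive control, at or above 50; inconclusive = mean below 50 but at least one replicate at or above 50; inactive = mean and every replicate below 50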
AI-2 QS modul: Vibrio harveyi AI-2 quorum sensing modulation; Vibrio harveyi JMH597 AI-2 luminescence/OD600 ratio, 9 h; stronger effect = lower value; strain lacks LuxN and CqsS sensors; 0 = neutral-control median; activity change, % at 7.5 µM; 300,000 compounds, 0.4% hits; in the data active = activity change below about -75%, passing the limit was not always enough; inconclusive = no clear call, values can overlap the other calls;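 also: luminescence divided by OD600 gain over 9 h not by final OD600 alone; inactives centre near 13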
HSF1 inhib: HSF1 inhibition. NIH3T3-HGL HSE-luciferase, MG132-induced, luminescence 8 h; stronger effect = lower value. activity change, negative = inhibition, % at 7.5 µM (by protocol). 300,000 compounds, 0.77% hits. AID 2098;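 active = more than half of replicate wells show activity change below -50%, luminescence cut by over half; inconclusive = some wells, but at most half, below -50%; inactive = no replicate well below -50%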;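 also: luciferase reports HSF-1 transcriptional activity via heat shock element; 0% = median of DMSO wells and -100% = zero luminescence signal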
aSyn UTR inh: MLPCN primary screen, SNCA 5' untranslated region | alpha-synuclein 5'UTR reporter, inhibitor activity | 300,000 compounds, 0.82% hits | AID 1813 | inhibition, % (tested at 7.5 µM); in the data active = inhibition above about 60%; inconclusive = no clear call, values can overlap the other calls;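 also: H4 neuroglioblastoma cells stably carrying SNCA 5'UTR luciferase fusion; 0% = DMSO wells and 100% = positive control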
HDAC3 inh: blocks human histone deacetylase 3; inhibition, % at 8.3 µM; O15379; recombinant HDAC3, fluorogenic peptide/trypsin coupled, fluorescence; 320,000 compounds, 0.15% hits; in the data active = inhibition above about 26%, passing the limit was not always enough; inconclusive = no clear call, values can overlap the other calls
Target sequence (O15379 whole entry, looked up): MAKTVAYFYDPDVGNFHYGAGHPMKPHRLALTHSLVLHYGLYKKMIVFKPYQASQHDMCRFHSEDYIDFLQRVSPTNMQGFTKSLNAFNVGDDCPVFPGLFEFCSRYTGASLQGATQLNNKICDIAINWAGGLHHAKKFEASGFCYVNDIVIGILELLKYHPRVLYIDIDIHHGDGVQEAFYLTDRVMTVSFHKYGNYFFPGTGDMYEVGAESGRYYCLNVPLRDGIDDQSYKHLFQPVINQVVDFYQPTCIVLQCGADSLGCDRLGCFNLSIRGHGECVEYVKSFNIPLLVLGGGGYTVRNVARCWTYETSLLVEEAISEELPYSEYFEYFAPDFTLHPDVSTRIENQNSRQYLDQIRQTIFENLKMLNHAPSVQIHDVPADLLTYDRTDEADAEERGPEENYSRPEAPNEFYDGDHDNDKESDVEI
HSP90 refold inh: blocks HSP90-mediated luciferase refolding in reticulocyte lysate | Rabbit reticulocyte lysate, luciferase refolding luminescence, 3 h | inhibition, % at 5.6 µM | 290,000 compounds, 0.91% hits | AID 1789;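 active = inhibition above the screen-wide mean plus 3 SD, computed separately per campaign, cut at about 16% in these data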;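 also: 0% = DMSO wells and 100% = 60 µM geldanamycin wells; inhibitors lower the luminescence because luciferase stays unfolded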
* = called active by the depositor; ? = inconclusive; . = no result given.

SMILES | HIF activator | KLF5 inh | HSF-1 act | IEC-6 cytotox | Platelet DG rel | AI-2 QS modul | HSF1 inhib | aSyn UTR inh | HDAC3 inh | HSP90 refold inh
COc1cc(Br)cc(/C=N/NC(=O)Cc2ccc(C(F)(F)F)cc2[N+](=O)[O-])c1O | 1.3 | -38 | -3 | -2 | 1 | 35 | 9 | 68* | 2 | 4
O=C(CSCc1ccccc1)N1CCN(c2ccc(F)cc2)CC1 | 0.2 | -9 | 13 | -2 | 6 | -3 | 4 | 9 | -2 | -6
COc1cc(OC)c(C2=NOC(C(=O)N3CCCc4ccccc43)C2)cc1Cl (centres undefined) | 0.5 | -25 | -18 | -2 | 4 | . | -4 | 11 | -6 | -2
Cc1ccccc1OCC(=O)Nc1nnc(S(=O)(=O)N2CCCC2)s1 | 0.2 | 18 | -8 | -3 | -22 | 7 | -3 | 4 | ? | -5
O=C(CN1c2cccc3cccc(c23)S1(=O)=O)N1CCOCC1 | -0.7 | -19 | 1 | -4 | 19 | -5 | 3 | -2 | -3 | 2
COc1ccc(CCNC(=O)COc2ncnc3ccccc23)cc1 | 0.3 | -3 | 7 | 1 | 4 | 8 | -4 | -2 | 10 | 0
Cc1nc2cc(NC(=O)CCS(=O)(=O)c3ccccc3)ccc2s1 | 2.0 | -122 | 52* | -1 | 5 | 11 | 22 | -172 | 3 | 5
CCOCCCNCc1ccc(Cl)cc1 | -0.4 | -40 | 2 | 2 | -11 | 25 | -1 | -11 | -3 | -4
CCOC(=O)CNc1ccc(OC(F)(F)F)cc1 | 0.2 | -24 | -27 | 2 | -5 | 24 | -11 | -10 | 1 | -2
O=[N+]([O-])c1ccccc1CN1CCN(c2ncccn2)CC1 | -0.8 | -34 | -3 | 5 | -2 | 13 | 0 | -24 | -1 | -3
Cc1c(NC(=O)C(C)Oc2ncnc3ccccc23)c(=O)n(-c2ccccc2)n1C (centres undefined) | -1.2 | 8 | -4 | -4 | -4 | 36 | -7 | -5 | 3 | -3
O=C(CCCCCNc1nc(=S)[nH]c2ccccc12)NCc1ccccc1Cl | 0.0 | -6 | 3 | 0 | 5 | 22 | 1 | 1 | 5 | -1
CN(Cc1cccc(-n2cccn2)c1)C(=O)CCc1nnc(C2CCCCC2)o1 | 3.7 | -82 | 12 | 3 | 1 | 19 | 16 | -51 | 1 | -3
CN(C)S(=O)(=O)N1CCC(n2nccc2NC(=O)CCc2ccccc2)CC1 | -0.4 | -7 | 10 | -8 | -1 | -2 | 1 | 14 | -1 | 1
Cc1cc(OCC(=O)O)c2ccccc2n1 | -0.5 | 0 | 18 | -2 | 7 | 15 | -5 | 4 | 2 | 3
CCOc1ccc(C(=O)Nc2cc(C)on2)cc1 | 1.1 | -103 | 10 | 1 | 10 | 21 | 4 | -41 | -3 | 6
Cc1noc(C)c1COc1ccc(C(=O)O)cc1 | 0.2 | -30 | 6 | -5 | -1 | -9 | 1 | 16 | -14 | -1
COc1ccccc1C(=O)NCCC(=O)NCCOc1ccccc1 | 0.1 | -24 | -9 | 0 | 4 | 14 | -1 | 6 | 2 | -1
CCC(C)NCCOCCOc1ccccc1-c1ccccc1 (centres undefined) | 0.0 | -8 | 0 | 5 | -3 | 7 | 5 | -2 | -3 | 3
CC1CCCC(C)N1C(=S)SCC(=O)O (centres undefined) | -0.1 | 0 | 8 | 1 | 3 | 36 | 3 | -8 | 8 | -2

Taken from above.
HSF1 inhib with O=C(CSCc1ccccc1)N1CCN(c2ccc(F)cc2)CC1 → 4
HIF activator with O=C(CN1c2cccc3cccc(c23)S1(=O)=O)N1CCOCC1 → -0.7
Platelet DG rel with CCOc1ccc(C(=O)Nc2cc(C)on2)cc1 → 10
aSyn UTR inh with Cc1noc(C)c1COc1ccc(C(=O)O)cc1 → 16
aSyn UTR inh with CCOC(=O)CNc1ccc(OC(F)(F)F)cc1 → -10

Compound profiles, as listed above. Values in the order: HIF activator | KLF5 inh | HSF-1 act | IEC-6 cytotox | Platelet DG rel | AI-2 QS modul | HSF1 inhib | aSyn UTR inh | HDAC3 inh | HSP90 refold inh
O=C(CN1c2cccc3cccc(c23)S1(=O)=O)N1CCOCC1 reads -0.7 | -19 | 1 | -4 | 19 | -5 | 3 | -2 | -3 | 2
COc1cc(Br)cc(/C=N/NC(=O)Cc2ccc(C(F)(F)F)cc2[N+](=O)[O-])c1O reads 1.3 | -38 | -3 | -2 | 1 | 35 | 9 | 68* | 2 | 4
Cc1cc(OCC(=O)O)c2ccccc2n1 reads -0.5 | 0 | 18 | -2 | 7 | 15 | -5 | 4 | 2 | 3

Continued:
SMILES | HIF activator | KLF5 inh | HSF-1 act | IEC-6 cytotox | Platelet DG rel | AI-2 QS modul | HSF1 inhib | aSyn UTR inh | HDAC3 inh | HSP90 refold inh
COCCCNCC1C(Oc2ccc(Cl)cc2)C(=O)N1c1ccccc1C (centres undefined) | 0.0 | -13 | 9 | -4 | 3 | 29 | -1 | -4 | 3 | 0
CCOC(=O)N1CCC(NC(=O)CCN2C(=O)COc3ccccc32)CC1 | -0.2 | -30 | 5 | -6 | -6 | 28 | -3 | 7 | 1 | -1
COc1ccc(Cl)cc1Nc1nc(NCCO)nc(N2CCCC2)n1 | 3.5 | -14 | -3 | -1 | 0 | 9 | -4 | -8 | 0 | 1
O=C(CCn1cccc1)Nc1ccc(OC(F)(F)F)cc1 | 0.7 | -15 | 3 | 4 | -3 | 18 | 9 | -38 | 6 | 3
CC(=O)Nc1ccc(N(C(=O)CNC(=O)c2ccco2)C(C(=O)NC2CCCC2)c2ccco2)cc1 (centres undefined) | -0.2 | -34 | 2 | -2 | -4 | 17 | 0 | -26 | -1 | -1
COc1ccc(NC(=O)CSc2nnc(C)c3ccccc23)cc1 | 0.0 | 12 | 2 | 1 | 13 | 1 | 8 | -27 | 1 | 1
CSc1nc(-c2ccccc2)ccc1C(N)=O | 0.5 | -9 | -9 | 4 | 7 | 9 | 9 | -35 | 12 | -1
Cc1cc(OCc2cc(C(=O)NCC3(C)COC3)no2)cc(C)c1Cl | 0.3 | -22 | 3 | -2 | 3 | 23 | 7 | -18 | 10 | -5
CN(C)c1cccc(C(=O)OCC(=O)Nc2ccccc2Cl)c1 | -0.7 | -29 | -37 | -1 | -15 | 17 | -18 | -19 | -4 | 0
Cc1cccc(-c2nc(NCCCN3CCOCC3)c3ccccc3n2)c1 | -0.3 | -14 | -7 | 7 | -16 | 40 | -9 | -18 | 5 | 4
Cn1c(C(=O)NCCCN2CCCCC2)cc2sccc21 | 0.1 | -16 | 10 | -9 | 7 | -6 | -8 | -18 | -2 | -2
CN(C)c1cccc(C(=O)N(C)C2CCCN(Cc3ccccc3F)C2)c1 (centres undefined) | 0.0 | -27 | -5 | -6 | -1 | -1 | 1 | 34 | -2 | 5
Nc1nc(C2CCOCC2)cs1 | -0.6 | 13 | -17 | 5 | 2 | 8 | -12 | -20 | -7 | 2
N#CC1=C(SCC(=O)Nc2ccccc2)NC(=O)CC1c1ccc(O)cc1 (centres undefined) | 2.3 | -54 | -23 | -2 | 5 | 4 | -13 | -128 | 2 | 13
CCOC(=O)c1ccc(NC(=O)C2CC(=O)Nc3nc4ccccc4n32)cc1 (centres undefined) | -0.1 | 2 | -1 | 3 | -8 | 35 | -4 | -10 | 5 | 2
CC1CCC(NC(=O)CC(C)(C)Cc2nc3ccccc3c(=O)[nH]2)CC1 (centres undefined) | 0.0 | -6 | -47 | 3 | -7 | 18 | -30 | 26 | 4 | -2
O=C(CSc1nnc2ccccn12)c1ccc(OC(F)F)cc1OC(F)F | 0.5 | -15 | 18 | -1 | 1 | 20 | 10 | 16 | 2 | 1
Cc1c(C(=O)Nc2ccc(N3CCOCC3)cc2)cccc1[N+](=O)[O-] | 0.0 | -1 | 5 | -3 | 0 | 6 | -4 | -4 | 14 | 0
COc1cc2c(cc1OC)[C@H](C)N(C(=O)CSc1nc(O)c(C(C)C)c(=O)[nH]1)CC2 | 0.2 | -12 | -1 | 4 | 2 | 27 | -5 | 4 | -3 | 0
Cc1cccc(N(CC(=O)NCCc2ccccc2)C(=O)c2csnn2)c1 | -0.5 | 6 | -7 | 1 | 0 | 15 | 4 | 5 | 0 | -4
CCOc1ccc(CNC(=O)CCSCc2ccccc2F)cc1OC | 0.8 | -3 | -12 | 6 | -1 | 5 | -10 | -5 | 3 | 3
COC1CCN(C(=O)CC2C(=O)NCCN2CC(C)(C)C)CC1 (centres undefined) | 0.1 | -22 | -7 | 2 | 5 | 10 | -2 | 1 | . | -2
CCOC(=O)C(=CNNc1c(C)csc1C(=O)OC)C(=O)OCC | 0.1 | -6 | 1 | 7 | 0 | 11 | -1 | -16 | 1 | 2
CCc1ccc(/C(C)=N/NC(=O)C(O)c2ccccc2)s1 (centres undefined) | -0.7 | . | -9 | . | 0 | -4 | -5 | -16 | 6 | .
O=C(CSc1n[nH]c(-c2cccnc2)n1)Nc1ccc([N+](=O)[O-])cc1 | -0.7 | -11 | 5 | -8 | -1 | 8 | -3 | -9 | -1 | -2
O=C(NCCS(=O)(=O)NCCc1ccccc1)c1ccc2c(c1)OCO2 | 2.7 | . | 35 | . | -24 | 41 | 18 | -120 | 5 | .
O=C1CCCC2=C1C1(CCCCC1)N=C(Nc1nc3ccccc3s1)N2 | -0.1 | 10 | -35 | 3 | 12 | 18 | -11 | 20 | 0 | 0
COc1ccc(Cn2c(CCC(=O)Nc3ccccc3)nc3cccnc32)cc1 | -0.2 | -8 | 0 | 2 | 6 | 26 | 5 | 14 | 3 | -1
CC(C)C[C@H](NC(=O)c1[nH]cnc1C(=O)N[C@H](C)c1ccccc1)C(=O)OCc1ccccc1 | 6.3 | -9 | 4 | 7 | -3 | 16 | 9 | 4 | ? | 8
COCCn1c(N)c(N(Cc2ccccc2)C(=O)Cc2c(Cl)cccc2Cl)c(=O)[nH]c1=O | 0.0 | -9 | -4 | 6 | -3 | 17 | -5 | 11 | 1 | -2
COc1ccc(OC)c(NS(=O)(=O)c2c(C(=O)N3CCCCCC3)c(C)n(C)c2C)c1 | 0.4 | -3 | -20 | -6 | -8 | 1 | 4 | -2 | -10 | 3
C=CCn1c(=S)[nH]c2ccc(Br)cc2c1=O | 0.2 | 12 | 8 | 3 | -1 | . | -6 | 25 | -7 | -5
CCOC(=O)CSCc1c(C#N)c2ccccc2n1C | . | -26 | . | 4 | . | . | . | . | 5 | 3
Cc1ccccc1NC(=O)NCc1ccco1 | 2.0 | -15 | -41 | -3 | 7 | 3 | -24 | 10 | 4 | -1
COc1ccc(/C=N\NC(=O)c2ccccc2Br)cc1COc1ccc(F)cc1 | -0.7 | 4 | -3 | 14 | 1 | 12 | 0 | -15 | . | 3

Shown as a hit in HSF-1 act (from the list above):
Molecule | KLF5 inh | HSF-1 act | Platelet DG rel | AI-2 QS modul | HSF1 inhib | aSyn UTR inh | HDAC3 inh | HSP90 refold inh
Cc1nc2cc(NC(=O)CCS(=O)(=O)c3ccccc3)ccc2s1 | -122 | 52* | 5 | 11 | 22 | -172 | 3 | 5

This is a random part of the collection. Share with any hit: about 5%.
